LEDGF integ inh: blocks HIV-1 LEDGF/p75-dependent DNA integration; TR-FRET IN-LEDGF/p75 DNA integration, Eu/Cy5; inhibition, % at 3.7 µM; hit rate 0.64% among 370,000; AID 743269;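 active = inhibition above the screen-wide mean plus 3 SD, cut at about 13% in these data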;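 note: signal is the Cy5 over europium emission ratio at 671 and 618 nm; 0% = plate median of compound wells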
KLK7 zymogen act: proKLK7 (human) activation, primary screen. P49862. purified proKLK7, EDANS-DABCYL substrate fluorescence; 100% is mature enzyme control, 0% vehicle. activation, % at 7 µM. hit rate 0.9% among 370,000;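 active = activation above the mean of all tested compounds plus 3 SD, computed per campaign excluding outliers beyond control limits, cut at about 13% in these data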
Target sequence (P49862 whole entry, looked up): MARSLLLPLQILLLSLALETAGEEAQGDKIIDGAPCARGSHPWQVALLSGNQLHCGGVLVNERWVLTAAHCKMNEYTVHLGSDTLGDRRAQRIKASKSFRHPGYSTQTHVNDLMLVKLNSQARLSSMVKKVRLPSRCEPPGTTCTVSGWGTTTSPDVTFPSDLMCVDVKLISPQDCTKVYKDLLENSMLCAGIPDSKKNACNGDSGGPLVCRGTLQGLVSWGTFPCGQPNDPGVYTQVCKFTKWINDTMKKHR
DDE Tn6 FP inh: inhibitors of Tn6 peptide binding to human fibrin DD(E); Fibrin DD(E) TRITC-Tn6 fluorescence polarization displacement; AID 720509; inhibition, % at 8.3 µM; hit rate 0.21% among 370,000;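 active = inhibition above a per-campaign cutoff: mean of compounds within control limits plus 3 SD, cut at about 15% in these data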;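 note: 0% = median of all compound wells on the plate and 100% = blocking peptide control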
TDP2 absorb: TDP2 (human) inhibition, absorbance primary screen | O95551 | recombinant TDP2, T5PNP hydrolysis, p-nitrophenol absorbance 415 nm | inhibition, % at 12.8 µM | hit rate 0.34% among 370,000;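 active = inhibition above the mean of all tested compounds plus 3 SD, set per campaign, cut at about 25% in these data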;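 note: 0% = DMSO with enzyme and 100% = buffer with substrate but no TDP2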
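System: recombinant human TDP2 / Amount: 120 nM TDP2 per well / Also added: 5 mM T5PNP chromogenic substrate / Doses: 12.8 µM single point, 1% DMSO / Incubation: 2 h at 37 °C / Detection: p-Nitrophenol epi absorbance / Evaluation: % inhibition relative to enzyme-containing and enzyme-free wells / Repeats: singlicate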
SIAE inh: inhibitors of human sialic acid acetylesterase SIAE; Q9HAT2; SIAE FP-Rh probe binding, fluorescence polarization; inhibition, % at 9.66 µM; hit rate 0.69% among 370,000;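 active = inhibition above a cutoff: mean of compounds within the control limits plus 3 SD of those, cut at about 17% in these data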;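 note: 0% = plate median of compound wells and 100% = probe without SIAE protein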
MBD2 inh: MBD2-methylated oligo binding inhibition; TR-FRET, MBD2 binding to methylated oligonucleotide; inhibition, % at 4.4 µM; hit rate 0.31% among 370,000; AID 686964; Q9UBB5; in the data active = inhibition above about 13%
PRMT1 inh: blocks human protein arginine methyltransferase 1; recombinant PRMT1, activity-based probe fluorescence polarization; inhibition, % at 2.79 µM; hit rate 1.3% among 370,000; AID 652257;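 active = inhibition above about 21% made by adding two undisclosed values, limit read from the data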
UHRF1 binding: human UHRF1 methylated DNA binding inhibitors | Q96T88 | UHRF1 binding to methylated oligo, TR-FRET | inhibition, % at 4.4 µM | hit rate 0.75% among 370,000 | AID 687016; in the data active = inhibition above about 21%;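 note: UHRF1 SRA domain binding a hemimethylated CpG hairpin DNA probe; 0% = median of test compound wells and 100% = reference inhibitor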
Target sequence (Q96T88 whole entry, looked up, the tested form may be a part): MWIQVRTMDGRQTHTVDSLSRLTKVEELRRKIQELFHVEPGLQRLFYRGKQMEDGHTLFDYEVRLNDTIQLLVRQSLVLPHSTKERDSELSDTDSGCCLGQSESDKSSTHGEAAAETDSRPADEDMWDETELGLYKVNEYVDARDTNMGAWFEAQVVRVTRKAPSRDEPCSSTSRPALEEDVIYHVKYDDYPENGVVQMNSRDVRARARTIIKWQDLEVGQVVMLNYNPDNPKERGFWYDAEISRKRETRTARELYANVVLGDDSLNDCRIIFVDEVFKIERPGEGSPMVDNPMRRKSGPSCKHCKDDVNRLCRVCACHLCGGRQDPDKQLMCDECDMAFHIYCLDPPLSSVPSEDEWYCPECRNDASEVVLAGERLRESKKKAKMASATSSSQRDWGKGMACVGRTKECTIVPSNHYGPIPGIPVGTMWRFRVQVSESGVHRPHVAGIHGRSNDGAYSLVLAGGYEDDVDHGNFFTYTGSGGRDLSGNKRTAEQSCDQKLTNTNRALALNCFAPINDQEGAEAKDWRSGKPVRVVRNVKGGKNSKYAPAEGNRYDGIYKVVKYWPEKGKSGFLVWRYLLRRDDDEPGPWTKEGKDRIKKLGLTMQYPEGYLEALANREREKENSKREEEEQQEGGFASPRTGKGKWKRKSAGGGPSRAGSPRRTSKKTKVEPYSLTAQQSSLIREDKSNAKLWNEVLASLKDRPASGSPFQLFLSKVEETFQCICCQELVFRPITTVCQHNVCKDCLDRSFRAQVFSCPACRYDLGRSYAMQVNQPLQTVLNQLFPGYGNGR
TCR CD3 inh: human TCR-CD3 binding inhibition; hit rate 0.37% among 360,000; TAMRA-labeled TCR probe fluorescence, biochemical; AID 651800; inhibition, % at 9.4 µM; in the data active = inhibition above about 19%;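 note: recombinant mutant TCR 2C K166C tagged with TAMRA read by polarization; 0% = receptor in buffer alone and 100% = receptor with positive control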
Tn7 DDE FP: DD(E)-Tn7 binding inhibition, primary FP screen | inhibition, % at 8.3 µM | hit rate 0.13% among 370,000 | P02675 | FP displacement of FITC-Tn7 peptide from fibrin DD(E); 0% = median of compound wells per plate;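 active = inhibition above the mean of compounds falling within the control limits plus 3 SD of them, cut at about 14% in these data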;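 note: 0% = plate median of compound wells and 100% = 10 µM Aha-Tn7 peptide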
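Test system – human fibrin DD(E) · Times – 10 min preincubation, 3 h with tracer, room temperature · Detection – fluorescence polarization of the labelled Tn7 tracer · Measure – percent inhibition normalized to high-control wells · Benchmarks – high control wells with 10 µM unlabelled Aha-Tn7 peptide (full inhibition) · Repeats – singlicate testing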
An asterisk follows results filed as active. Compounds as they come; any-hit rate near 4.6%.

Screening CC(C)C(C(=O)Nc1nccs1)N1C(=O)c2ccccc2C1=O (stereo not drawn) returned LEDGF integ inh -3, KLK7 zymogen act -0.2, DDE Tn6 FP inh -2, TDP2 absorb -3, SIAE inh 4, MBD2 inh 0, PRMT1 inh 10, UHRF1 binding -4, TCR CD3 inh 3 and Tn7 DDE FP -3.
For O=C(COc1ccccc1)NCC(c1ccco1)N1CCN(c2ccc(F)cc2)CC1 (stereo not drawn) the results were LEDGF integ inh -3, KLK7 zymogen act 0.3, DDE Tn6 FP inh 4, TDP2 absorb -9, SIAE inh 5, MBD2 inh 4, PRMT1 inh 0, UHRF1 binding 3, TCR CD3 inh -4 and Tn7 DDE FP 3.
`O=[N+]([O-])c1cc(/C=N/Nc2nc(N3CCOCC3)nc(N3CCOCC3)n2)ccc1Cl` gave LEDGF integ inh 2, KLK7 zymogen act -0.3, DDE Tn6 FP inh -1, TDP2 absorb 6, SIAE inh 8, MBD2 inh -2, PRMT1 inh 0, UHRF1 binding -2, TCR CD3 inh -5 and Tn7 DDE FP -2.
Screening CCOC(=O)CCCCC(=O)c1[nH]c(=O)[nH]c1CSc1nnc2c3ccccc3n(C(C)C)c2n1 returned LEDGF integ inh 28*, KLK7 zymogen act 0.6, DDE Tn6 FP inh 6, TDP2 absorb 4, SIAE inh -4, MBD2 inh -6, PRMT1 inh 7, UHRF1 binding 2, TCR CD3 inh 11 and Tn7 DDE FP -2.
CC(=O)Nc1ccccc1OCC(=O)c1cc(C)n(Cc2cccs2)c1C was read as LEDGF integ inh -4, KLK7 zymogen act 0.6, DDE Tn6 FP inh 0, TDP2 absorb 8, SIAE inh -7, MBD2 inh 1, PRMT1 inh 1, UHRF1 binding -1, TCR CD3 inh 0 and Tn7 DDE FP 3.
Cc1cc(NC(=O)CSc2nc(-c3ccc(Cl)cc3)cs2)no1 was read as LEDGF integ inh 5, KLK7 zymogen act 0.2, DDE Tn6 FP inh 1, TDP2 absorb 0, SIAE inh 1, MBD2 inh 5, PRMT1 inh 2, UHRF1 binding 1, TCR CD3 inh -6 and Tn7 DDE FP -3.
Screening CC(Cc1ccc(Cl)cc1)N1CCC(n2nccc2NC(=O)C2CCCC2)CC1 (stereo not drawn) returned LEDGF integ inh 2, KLK7 zymogen act 0.0, DDE Tn6 FP inh 0, TDP2 absorb 9, SIAE inh 8, MBD2 inh -1, PRMT1 inh 0, UHRF1 binding 0, TCR CD3 inh 6 and Tn7 DDE FP -3.
For N#CNC(N)=Nc1cccc(Cl)c1 the results were LEDGF integ inh 2, KLK7 zymogen act -0.6, DDE Tn6 FP inh 0, TDP2 absorb -4, SIAE inh -13, MBD2 inh 6, PRMT1 inh 1, UHRF1 binding 1, TCR CD3 inh -10 and Tn7 DDE FP -5.
`O=C1[C@H]2[C@@H](c3ccc(Cl)cc3)N3C(=O)N(c4cccc(Cl)c4)C(=O)[C@@]3(Cc3ccc(Cl)cc3)[C@H]2C(=O)N1C1CCCCC1` gave LEDGF integ inh -4, KLK7 zymogen act 0.2, DDE Tn6 FP inh -6, TDP2 absorb 9, SIAE inh -22, MBD2 inh 0, PRMT1 inh 0, UHRF1 binding 1, TCR CD3 inh 1 and Tn7 DDE FP 5.
`COc1ccccc1NC(=O)CCc1c(C)nc2c(-c3ccc(F)cc3)c(C)nn2c1C` gave LEDGF integ inh 1, KLK7 zymogen act -0.7, DDE Tn6 FP inh 4, TDP2 absorb -6, SIAE inh 3, MBD2 inh -3, PRMT1 inh 1, UHRF1 binding 2, TCR CD3 inh -2 and Tn7 DDE FP -4.
Cc1ccc(NC(=O)[C@@H]2CCCN2C(=O)[C@@H]2Cc3ccccc3CN2)c(C)c1 was read as LEDGF integ inh 3, KLK7 zymogen act -0.8, DDE Tn6 FP inh -5, TDP2 absorb -12, SIAE inh 2, MBD2 inh -6, PRMT1 inh -5, UHRF1 binding -3, TCR CD3 inh 3 and Tn7 DDE FP -3.
O=C(Nc1ccc(Cl)cc1)N1CCN(c2ncccn2)CC1 was read as LEDGF integ inh -1, KLK7 zymogen act -0.2, DDE Tn6 FP inh -2, TDP2 absorb 10, SIAE inh 6, MBD2 inh -2, PRMT1 inh 2, UHRF1 binding 1, TCR CD3 inh 2 and Tn7 DDE FP 3.
Screening Cc1csc(NC(=O)CSCC(=O)Nc2ccccc2)n1 returned LEDGF integ inh 0, KLK7 zymogen act -0.1, DDE Tn6 FP inh 12, TDP2 absorb -1, SIAE inh -2, MBD2 inh -4, PRMT1 inh -1, UHRF1 binding -5, TCR CD3 inh 6 and Tn7 DDE FP 10.
Screening COc1cccc(/C=N/N2CCN(C)CC2)c1 returned LEDGF integ inh 1, KLK7 zymogen act -0.1, DDE Tn6 FP inh -5, TDP2 absorb -6, SIAE inh 7, MBD2 inh -3, PRMT1 inh 1, UHRF1 binding -1, TCR CD3 inh 6 and Tn7 DDE FP -7.
CC1CN(S(=O)(=O)c2cccc(C(=O)Nc3ccc(N4CCCCC4)cc3)c2)CC(C)O1 (stereo not drawn) was read as LEDGF integ inh 4, KLK7 zymogen act 0.5, DDE Tn6 FP inh -3, TDP2 absorb -4, SIAE inh 9, MBD2 inh 6, PRMT1 inh 7, UHRF1 binding 2, TCR CD3 inh -1 and Tn7 DDE FP 0.
Cc1cc(C)cc(N(C(C)C(=O)Nc2c(C)n(C)n(-c3ccccc3)c2=O)S(C)(=O)=O)c1 (stereo not drawn) was read as LEDGF integ inh 2, KLK7 zymogen act -0.5, DDE Tn6 FP inh 4, TDP2 absorb -4, SIAE inh -1, MBD2 inh -2, PRMT1 inh 1, UHRF1 binding 4, TCR CD3 inh -4 and Tn7 DDE FP 4.
For O=C(Cn1nc(C(F)(F)F)c2c1CCC2)NCc1ccc(Cl)cc1 the results were LEDGF integ inh 6, KLK7 zymogen act -0.3, DDE Tn6 FP inh 1, TDP2 absorb -10, SIAE inh 2, MBD2 inh 0, PRMT1 inh 1, UHRF1 binding 3, TCR CD3 inh -1 and Tn7 DDE FP -4.
Screening CCCCC(CC)CNC(=O)C1CCCN(S(=O)(=O)c2cnc[nH]2)C1 (stereo not drawn) returned LEDGF integ inh -4, KLK7 zymogen act 0.0, DDE Tn6 FP inh 6, TDP2 absorb 8, SIAE inh 6, MBD2 inh 1, PRMT1 inh -4, UHRF1 binding 2, TCR CD3 inh 0 and Tn7 DDE FP 0.
For CCc1cc(=O)oc2cc(C)cc(OCC(=O)NC3CC3)c12 the results were LEDGF integ inh 3, KLK7 zymogen act 7.2, DDE Tn6 FP inh -8, TDP2 absorb 7, SIAE inh -1, MBD2 inh -5, PRMT1 inh -4, UHRF1 binding -4, TCR CD3 inh 0 and Tn7 DDE FP 2.
For Cc1ccsc1/C=N/n1c(-c2ccncc2)n[nH]c1=S the results were LEDGF integ inh -1, KLK7 zymogen act -0.1, DDE Tn6 FP inh 2, TDP2 absorb -6, SIAE inh -9, MBD2 inh -2, PRMT1 inh -1, UHRF1 binding -2, TCR CD3 inh -2 and Tn7 DDE FP 0.

Gathered by group: those above containing an aryl thioether with sulfur outside any ring (two)
Screening CCOC(=O)CCCCC(=O)c1[nH]c(=O)[nH]c1CSc1nnc2c3ccccc3n(C(C)C)c2n1 returned LEDGF integ inh 28*, KLK7 zymogen act 0.6, DDE Tn6 FP inh 6, TDP2 absorb 4, SIAE inh -4, MBD2 inh -6, PRMT1 inh 7, UHRF1 binding 2, TCR CD3 inh 11 and Tn7 DDE FP -2.
Cc1cc(NC(=O)CSc2nc(-c3ccc(Cl)cc3)cs2)no1 was read as LEDGF integ inh 5, KLK7 zymogen act 0.2, DDE Tn6 FP inh 1, TDP2 absorb 0, SIAE inh 1, MBD2 inh 5, PRMT1 inh 2, UHRF1 binding 1, TCR CD3 inh -6 and Tn7 DDE FP -3.

(more compounds)
`O=C(COc1ccc(Br)cc1)Nc1ccc(-c2nnc(-c3ccco3)o2)cc1` gave LEDGF integ inh -3, KLK7 zymogen act 0.1, DDE Tn6 FP inh 11, TDP2 absorb 7, SIAE inh 1, MBD2 inh 6, PRMT1 inh 2, UHRF1 binding 20, TCR CD3 inh 2 and Tn7 DDE FP 8.
Screening OCC1(Cc2ccc(F)cc2)CCCN(CCCC(F)(F)F)C1 (stereo not drawn) returned LEDGF integ inh 3, KLK7 zymogen act 0.1, DDE Tn6 FP inh 3, TDP2 absorb -13, SIAE inh 1, MBD2 inh 2, PRMT1 inh -1, UHRF1 binding 1, TCR CD3 inh 8 and Tn7 DDE FP -2.
For CCn1c(C)nc2cc(C(=O)NNC(=S)Nc3ccccc3)ccc21 the results were LEDGF integ inh -7, KLK7 zymogen act 1.4, DDE Tn6 FP inh -3, TDP2 absorb -9, SIAE inh 0, MBD2 inh 1, PRMT1 inh -1, UHRF1 binding 1, TCR CD3 inh 11 and Tn7 DDE FP 3.
For COc1ccccc1-c1sc2cc3c(cc2c1C#CC1(O)CCCCC1)OCO3 the results were LEDGF integ inh -3, KLK7 zymogen act -51, DDE Tn6 FP inh 6, TDP2 absorb -3, SIAE inh -14, MBD2 inh 5, PRMT1 inh -1, UHRF1 binding 15, TCR CD3 inh 8 and Tn7 DDE FP 2.
Screening O=C(COC(=O)COc1ccc(Br)cc1)NCC1CCCO1 (stereo not drawn) returned LEDGF integ inh -3, KLK7 zymogen act -0.1, DDE Tn6 FP inh 3, TDP2 absorb 3, SIAE inh 7, MBD2 inh -3, PRMT1 inh -1, UHRF1 binding -1, TCR CD3 inh 0 and Tn7 DDE FP -3.
For CCCCNC(=O)c1cn(CC)c2cc(N3CCN(C)CC3)c(F)cc2c1=O the results were LEDGF integ inh 5, KLK7 zymogen act 4.4, DDE Tn6 FP inh -7, TDP2 absorb -12, SIAE inh -1, MBD2 inh -7, PRMT1 inh -5, UHRF1 binding 3, TCR CD3 inh 0 and Tn7 DDE FP -5.

Grouped by structure, the compounds so far with a furan ring, fused or not (2)
For O=C(COc1ccccc1)NCC(c1ccco1)N1CCN(c2ccc(F)cc2)CC1 (stereo not drawn) the results were LEDGF integ inh -3, KLK7 zymogen act 0.3, DDE Tn6 FP inh 4, TDP2 absorb -9, SIAE inh 5, MBD2 inh 4, PRMT1 inh 0, UHRF1 binding 3, TCR CD3 inh -4 and Tn7 DDE FP 3.
`O=C(COc1ccc(Br)cc1)Nc1ccc(-c2nnc(-c3ccco3)o2)cc1` gave LEDGF integ inh -3, KLK7 zymogen act 0.1, DDE Tn6 FP inh 11, TDP2 absorb 7, SIAE inh 1, MBD2 inh 6, PRMT1 inh 2, UHRF1 binding 20, TCR CD3 inh 2 and Tn7 DDE FP 8.
